High-throughput results deposited in PubChem by several laboratories.
Rv3671c inh: Rv3671c serine protease inhibitors, primary screen, biochemical, fluorescence polarization, M. tuberculosis H37Rv | AID 2606, 2010 | P9WHR9 | actives 0.048% (n = 320,000) | inhibition, % at 5.96 µM; in the data active = inhibition above about 38%;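 also: extracellular domain of Rv3671c used as enzyme; 0% = enzyme with DMSO and 100% = no enzyme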
BH1578 lux ind: inducers of Vibrio cholerae quorum light production without autoinducers, primary screen, BH1578 luxS cqsA deficient, single point | V. cholerae BH1578 lux reporter, luminescence, 6 h | activation, % at 18.7 µM | actives 0.16% (n = 350,000) | AID 588436, 2011; in the data active = activation mostly above about 9.7%, no sharp cut-off; also: not every result past the cut was called active; inactives centre near 0; reference of the scale not given here
DUSP3 inh: VHR1 phosphatase inhibitors, primary screen, biochemical, absorbance, uHTS; recombinant VHR phosphatase, pNPP absorbance; Dual specificity protein phosphatase 3 (Homo sapiens), P51452; inhibition, % at 13.3 µM; actives 0.52% (n = 290,000); in the data active = inhibition above about 50%; also: some compounds called inactive have numbers as strong as hits
Target sequence (P51452 whole entry, looked up): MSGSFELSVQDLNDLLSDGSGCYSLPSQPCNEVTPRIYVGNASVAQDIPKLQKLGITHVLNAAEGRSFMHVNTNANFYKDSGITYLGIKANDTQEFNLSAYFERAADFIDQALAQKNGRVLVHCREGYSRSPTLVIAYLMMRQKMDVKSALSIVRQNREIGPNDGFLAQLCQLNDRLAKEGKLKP
SARS 3CLpro inh: SARS-CoV 3CLpro protease inhibitors, primary screen, biochemical, quenched FRET | Replicase polyprotein 1ab (Severe acute respiratory syndrome coronavirus), P0C6X7 | recombinant SARS-CoV 3CLpro, quenched FRET peptide cleavage | inhibition, % at 6 µM | actives 0.14% (n = 290,000); in the data active = inhibition above about 12%
Mtb FBA inh: Mtb FBA enzyme inhibitors, primary screen, biochemical, fluorescence, strain H37Rv; AID 588726, 2011; inhibition, % at 1 µM; actives 2.3% (n = 360,000); purified M. tuberculosis FBA, fluorescence read-out; in the data active = inhibition above about 27%;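 also: 0% = vehicle and 100% = reference inhibitor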
Target sequence (P9WQA3 whole entry, looked up): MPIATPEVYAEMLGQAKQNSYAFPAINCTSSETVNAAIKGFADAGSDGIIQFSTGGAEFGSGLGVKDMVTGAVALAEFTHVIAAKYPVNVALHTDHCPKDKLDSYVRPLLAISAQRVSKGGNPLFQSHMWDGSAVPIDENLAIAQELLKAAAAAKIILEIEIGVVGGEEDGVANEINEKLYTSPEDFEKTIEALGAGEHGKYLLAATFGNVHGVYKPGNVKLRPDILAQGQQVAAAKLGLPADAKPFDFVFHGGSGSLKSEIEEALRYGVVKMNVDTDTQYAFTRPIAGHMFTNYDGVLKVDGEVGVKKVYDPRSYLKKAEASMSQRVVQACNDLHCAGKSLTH
GDH-TPI counter: GDH-TPI coupling enzyme inhibitors, primary screen, artefact control for M. tuberculosis FBA inhibitor project, biochemical, absorbance, full deck; GDH-TPI coupled enzyme counterscreen, NADH absorbance; inhibition, % at 4.8 µM; actives 1.2% (n = 360,000); in the data active = inhibition above about 30%;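 also: 0% = DMSO wells and 100% = wells lacking the enzyme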
PriA SSB inh: inhibitors of Klebsiella pneumoniae PriA binding to SSB C-terminal tail, primary screen, biochemical, AlphaScreen; PriA–SSB C-terminal tail interaction (Klebsiella pneumoniae); AlphaScreen SSBct-PriA binding, biotinylated peptide; inhibition, % at 33 µM; actives 0.6% (n = 430,000); AID 1272365, 2023; in the data active = inhibition mostly above about 37%, no sharp cut-off; inactive = mostly below about 20%;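 also: plate controls were negative control peptide for no effect and reference peptide for full effect; strong numbers were not always called active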
UGM FP inh: M. tuberculosis UGM enzyme inhibitors, primary screen, biochemical, fluorescence polarization, single point | UDP-galactopyranose mutase (Mycobacterium tuberculosis (strain ATCC 25618 / H37Rv)), … | purified UGM, fluorescence polarization probe displacement | inhibition, % at 10 µM | actives 0.06% (n = 320,000) | AID 504406, 2011; in the data active = inhibition above about 10%, passing the limit was not always enough
Target sequence (P9WIQ1 whole entry, looked up): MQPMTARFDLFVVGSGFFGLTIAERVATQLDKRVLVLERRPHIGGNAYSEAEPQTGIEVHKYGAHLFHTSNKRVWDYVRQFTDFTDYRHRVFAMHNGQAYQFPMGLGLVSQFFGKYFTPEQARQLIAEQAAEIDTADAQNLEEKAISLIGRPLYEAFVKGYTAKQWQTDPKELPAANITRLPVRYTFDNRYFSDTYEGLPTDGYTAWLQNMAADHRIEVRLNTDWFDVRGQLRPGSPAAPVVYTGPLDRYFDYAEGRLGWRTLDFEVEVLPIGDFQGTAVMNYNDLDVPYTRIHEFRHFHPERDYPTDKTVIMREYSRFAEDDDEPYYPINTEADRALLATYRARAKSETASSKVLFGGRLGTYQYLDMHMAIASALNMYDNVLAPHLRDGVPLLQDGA
MazEF act: activators of E. coli MazEF toxin-antitoxin RNase, primary screen, biochemical, fluorescence, uHTS; actives 0.32% (n = 350,000); activation, % at 20 µM; FAM/BHQ RNA-DNA oligo cleavage fluorescence, 5 h; Endoribonuclease toxin MazF (Escherichia coli (strain K12)), P0AE70; in the data active = activation above about 50%
Target sequence (P0AE70 whole entry, looked up): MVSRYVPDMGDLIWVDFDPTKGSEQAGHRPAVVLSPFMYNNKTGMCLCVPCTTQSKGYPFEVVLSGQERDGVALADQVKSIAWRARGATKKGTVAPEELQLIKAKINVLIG
Mtb BioA inh: M. tuberculosis BioA enzyme inhibitors, primary screen, biochemical, plate reader, single point, HTS. 7,8-diaminopelargonic acid synthase BioA (Mycobacterium tuberculosis). actives 0.096% (n = 360,000). AID 602481, 2012. inhibition, % at 9.99 µM. purified M. tuberculosis BioA enzyme; in the data active = inhibition above about 40%
* hit, by the source's call; i = inactive; · = no result given; & = joins results of further samples. Only part of the results is shown; the hit share may differ from the screen's.

SMILES	Rv3671c inh	BH1578 lux ind	DUSP3 inh	SARS 3CLpro inh	Mtb FBA inh	GDH-TPI counter	PriA SSB inh	UGM FP inh	MazEF act	Mtb BioA inh
CCOC(=O)c1ccc(S(=O)(=O)N2CCNCC2)cc1	-11	-6.2	15	-1	4	6	-5	-1.9	6	-1.4
O=C(CSCc1ccc(F)cc1)NCc1ccc2c(c1)OCO2	-7	-0.8	7	4	3	-3	-10	3.8	-8	·
O=P(NCc1ccccc1)(Oc1ccccc1)Oc1ccccc1	-10	-2.0	8	7	0	7	-3	0.0	-1	·
CCc1ccccc1NC(=O)c1cc2sccc2n1C	1	-0.1	8	0	0	12	-18	7.8	3	-0.2
CCc1cc(C(=O)NNC(=S)NCC2CCCO2)cs1 (centres undefined)	8	-2.9	12	3	0	4	-1	0.0	-6	0.8
COCc1cccc(-c2csc(C(NC(C)=O)c3ccccc3)n2)c1 (centres undefined)	·	-0.5	·	·	-2	2	·	·	·	0.4
C=C[C@@H](C)N(Cc1ccc(OC)cc1)S(=O)(=O)N(Cc1ccccc1)[C@H](C=C)C(C)C	-7	i	·	·	2	15	-25	-2.2	-5	-0.2
O=[N+]([O-])c1ccc2cn(C3OC(CO)C(O)C3O)nc2c1 (centres undefined)	·	i	·	·	4	16	·	·	-16	1.1
NC(=O)C1CCN(C(=O)CCc2ccsc2)CC1	1	i	1	3	2	7	13	-2.3	-13	-0.6
CC1(C)C(=O)N(c2ccccc2)C(=O)c2ccccc21	2	-0.6	·	·	1	2	3	-0.2	8	·
O=C1CCN(S(=O)(=O)c2ccc(Cl)cc2)CC1	-9	-0.4	15	-4	-3	-8	-15	0.8	2	-1.0
COc1ccc(/C=C/CN2CCCC(C(=O)c3cc(F)ccc3F)C2)cc1 (centres undefined)	15	-0.6	17	4	0	2	-5	1.2	-1	·
N#C/C(C(=O)Oc1ccccc1)=C1\C=CC=CN1	9	·	5	0	1	11	·	-0.9	-11	0.5
Cc1c(Br)c(C(=O)NCc2cc3cc(Cl)ccc3[nH]2)nn1C	-16	i	27	5	66*	11	-2	-0.6	-4	·
COc1ccc(NC2=CC(=O)CC(C)(C)C2)cc1	-6	1.7	2	1	-6	3	-7	-1.5	8	0.3
Cc1onc(C(=O)N2CCN(Cc3ccccc3)CC2)c1[N+](=O)[O-]	8	-0.4	8	-2	-1	-3	-4	0.4	4	-0.6
CN1/C(=C\C(=O)c2cccnc2Cl)C(C)(C)c2ccccc21	2	-0.3	-1	-2	-3	11	-21	2.9	4	9.2
CCOC(=O)C1=C(N)Oc2ccc3ccccc3c2C1c1ccc(O)cc1 (centres undefined)	0	-1.5	26	-1	0	-5	20	1.0	22	-1.4
CS(=O)(=O)c1ccc2nc(NC(=O)c3ccc(N4C(=O)CCC4=O)cc3)sc2c1	-3	·	9	1	·	·	-12&6	0.5	-14	·
COC(=O)c1cc(-c2ccc(Br)cc2)c2c(=O)[nH]c(=O)n(C)c2n1	-1	i	·	-2	9	26	-5	0.5	20	-0.2

One compound at a time, from the list above.
COc1ccc(NC2=CC(=O)CC(C)(C)C2)cc1 across the screens: Rv3671c inh: -6; BH1578 lux ind: 1.7; DUSP3 inh: 2; SARS 3CLpro inh: 1; Mtb FBA inh: -6; GDH-TPI counter: 3; PriA SSB inh: -7; UGM FP inh: -1.5; MazEF act: 8; Mtb BioA inh: 0.3
CC1(C)C(=O)N(c2ccccc2)C(=O)c2ccccc21 across the screens: Rv3671c inh: 2; BH1578 lux ind: -0.6; DUSP3 inh: ·; SARS 3CLpro inh: ·; Mtb FBA inh: 1; GDH-TPI counter: 2; PriA SSB inh: 3; UGM FP inh: -0.2; MazEF act: 8; Mtb BioA inh: ·

Just DUSP3 inh and GDH-TPI counter (3 entries from above):
smiles,DUSP3 inh,GDH-TPI counter
O=C(CSCc1ccc(F)cc1)NCc1ccc2c(c1)OCO2,7,-3
COc1ccc(NC2=CC(=O)CC(C)(C)C2)cc1,2,3
CCOC(=O)c1ccc(S(=O)(=O)N2CCNCC2)cc1,15,6

(more compounds)
SMILES	Rv3671c inh	BH1578 lux ind	DUSP3 inh	SARS 3CLpro inh	Mtb FBA inh	GDH-TPI counter	PriA SSB inh	UGM FP inh	MazEF act	Mtb BioA inh
CCCN(C(=O)CCSc1ccc(F)cc1)c1c(N)n(Cc2ccccc2)c(=O)[nH]c1=O	-7	-0.1	16	3	-5	11	-5	-3.0	0	-1.2
C=CCn1c[n+](CC(=O)c2ccc(Br)s2)c2ccccc21	-4	-0.7	25	-1	1	3	-14	0.1	-2	·
CCn1nnnc1SCC(=O)Nc1ccc2c(c1)OCO2	-1	-0.3	22	-6	1	1	0	-0.9	5	-0.1
Cc1ccc(C)c(NC(=O)c2cc(S(=O)(=O)N3CCOCC3)cn2C)c1	4	-1.1	25	-6	2	12	-17	-1.9	-1	-0.8
CCc1ccc(CNC(=O)c2ccc(NC(=O)C3=CSCCO3)cc2)cc1	-12	-0.2	1	0	-2	1	6	2.7	1	-0.2
Cc1cc(NC(=O)NC2CC(=O)N(c3ccc4c(c3)OCCO4)C2)no1 (centres undefined)	13	-0.4	34	-6	-1	4	4	-2.3	0	3.4
COc1ccccc1OCC(=O)Nc1ccc2c(c1)OCO2	-10	i	21	-3	2	5	0	-2.4	12	0.4
CCCCN(C(C)=O)c1ccc2c(c1)C1CC2CCN1Cc1ccccc1 (centres undefined)	·	0.7	·	·	-1	8	·	·	5	-0.4
CSc1ccc(S(=O)(=O)N2CCC(C(=O)NCC3CCCO3)CC2)cc1 (centres undefined)	-4	-0.3	16	-1	1	-4	5	1.1	8	-0.3
Cc1ccc(NC(=O)/C(=C/c2ccco2)c2ccccc2)c(C)c1	-4	i	25	3	1	21	2	-3.8	-9	-0.8
COc1ccccc1-c1cnc(C(O)c2ccc(Cl)c(Cl)c2)[nH]1 (centres undefined)	·	i	·	·	-2	1	·	·	·	-0.6
O=C(CSc1nnc(-c2ccc(O)cc2)o1)Nc1ccccc1	-2	-0.5	1	0	0	3	-2	-1.4	7	0.7
Cc1cccc(-c2nc3ccccc3c(=O)n2NC(=O)c2cccnc2Cl)c1	5	i	21	0	-1	0	-17	0.2	3	·
CCOC(=O)C1CCN(c2ccc([N+](=O)[O-])cc2S(=O)(=O)N2CCOCC2)CC1	-5	-7.8	-2	3	-2	16	4	3.3	3	0.2
COc1cccc(-c2nn(-c3ccccc3)cc2CNC(C)Cn2cncn2)c1 (centres undefined)	5	i	24	1	0	0	-18	0.0	-4	-0.4
CCOC(=O)N1CCN(C(=O)CNC(=O)C23CC4CC(CC(C4)C2)C3)CC1	7	i	12	3	3	1	-7	-1.9	11	-1.2
COc1cc(/C=N/NC(=O)c2c(C)nc3ccc(Cl)cn23)cc(OC)c1OC	·	0.2	28	-1	-1	36*	·	0.1	10	-2.1
CN(C)c1cc(C(=O)N(C)c2ccccc2)ncn1	·	-0.5	·	·	2	1	·	·	·	0.7
O=C(Nc1ccc(F)cc1)C1CCN(S(=O)(=O)c2ccc3[nH]c(=O)oc3c2)CC1	8	-0.4	11	0	-1	-8	-5	1.3	-6	5.5
Nc1nc2nccc(-c3cccnc3)n2n1	-7	-0.2	6	-4	64*	19	-12	1.5	-43	0.2
O=C(Cc1ccc2c(c1)CCCC2)Nc1ccc2ccccc2c1	6	-0.2	2	5	-1	4	5	0.7	-2	·
Cn1cnnc1Sc1ccc(C(=O)NCCC(c2ccccc2)c2ccccc2)cc1[N+](=O)[O-]	9	i	2	4	-6	5	19	-0.1	3	-0.1
C1=CC(Cc2cncs2)c2ccccc21 (centres undefined)	11	-1.1	·	·	2	-1	0	-1.3	-2	-1.5
Cc1cc(C)nc(SCc2ccc(C(=O)N/N=C3\CCCC(=O)C3)cc2)n1	-5	-0.3	11	5	1	13	·	0.9	-8	·
CCCN(Cc1cc2cc(C)ccc2[nH]c1=O)C(=O)c1cccc([N+](=O)[O-])c1	-6	-2.3	10	-5	-3	5	-4	-0.7	8	6.5
CC(C)(C)C(=O)NC(NC(=S)Nc1ccc(S(N)(=O)=O)cc1)C(Cl)(Cl)Cl (centres undefined)	-10	i	8	1	0	5	-2	·	12	·
CCC(C)(C)C1CCc2[nH]nc(C(=O)NCC3CC3)c2C1 (centres undefined)	-2	-0.6	·	·	0	8	-1	-1.3	0	-1.4
Cc1cc([N+](=O)[O-])nn1Cc1ccc(F)cc1	·	-0.5	16	0	-1	2	1	·	3	·
C[C@H](NC(=O)c1ccccc1Cl)C(=O)NCCc1ccc(S(N)(=O)=O)cc1	5	i	7	-2	-2	14	9	-2.6	7	-1.4
O=S(=O)(NCc1ccc(C(F)(F)F)cc1)c1ccc(-n2cnnn2)cc1	-2	-7.1	6	-1	1	-9	-4	0.8	10	-1.3
CN(C)C(=O)N1CCC(C(=O)NCc2cccs2)CC1	3	-0.4	-12	-1	-1	3	-18	-0.1	-8	0.3
S=c1[nH]nc(Cc2cccs2)n1-c1cccc2ccccc12	10	-0.1	7	2	3	9	-3	0.9	0	·
Cc1c(NC(=O)c2ccccc2)c(=O)n(-c2ccccc2)n1C	5	1.0	4	2	0	-11	-7	-1.0	-1	-0.4
O=C(NCc1ccco1)c1ccc(CS(=O)(=O)Cc2ccc(Cl)cc2)o1	6	2.2	34	1	3	0	1	-0.4	4	-0.4
Cc1c(C(=O)NCc2cccc(Cl)c2)sc(=O)n1Cc1ccc(C(=O)N(C)C)cc1	·	i	·	·	2	2	·	·	·	23
Cc1nc(-c2cc(-c3ccc(Cl)cc3)no2)cs1	2	2.2	48	0	-3	2	-1	0.6	-11	·
O=C(C1=C(O)C(=O)N(CCc2ccccc2)C1c1ccncc1)c1cc2ccccc2o1 (centres undefined)	11	-0.2	1	-2	2	14	-19	1.6	4	·
COc1ccc(Br)cc1CNC(=O)CCc1nc(-c2ccc(C)cc2)no1	-4	i	-6	5	-3	-2	7	-1.8	30	0.4
CN1C(=O)N(CC(=O)N2CCN(c3ccccc3F)CC2)C(=O)C12CCCCC2	-1	1.8	·	·	0	-4	6	1.4	5	4.8
O=C(NCc1ccccc1F)C1CCN(S(=O)(=O)c2ccccc2)CC1	5	-0.5	21	7	0	7	-6	0.0	-4	2.0
O=C1c2ccccc2-c2onc3ccc(N4CCCC4)c1c23	·	0.5	8	-3	-2	11	66	·	-504	·
CCN(CC)c1ccc(S(=O)(=O)N2CCOCC2)cc1NC(=O)C1CC1	-2	-0.7	·	·	1	8	-9	·	-2	-1.2
COc1cc(OC)cc(C(=O)N2CCN(c3ccccn3)CC2)c1	1	-0.3	14	-2	6	13	0&-3	-0.7	10	0.1
Cc1nnc2n(-c3ccccc3)c(=O)c3ccccc3n12	2	-0.5	·	·	-2	-6	-10	-0.3	10	0.8
OC[C@@H]1CN(CCN2CCOCC2)C[C@H](n2cnc3c(N4CCCC4)ncnc32)O1	·	0.3	·	·	2	6	·	·	·	-0.7
CC(C)n1c(SCC(=O)Nc2nc3c(s2)CCCC3)nc2c1c(=O)n(C)c(=O)n2C	0	0.1	-5	4	-2	-4	-10	-0.7	6	-0.2
CN(CC(=O)Nc1c(Cl)cccc1Cl)C(=O)C1CC(=O)N(Cc2ccccc2)C1 (centres undefined)	-3	i	·	·	1	2	-7	-1.7	2	-0.2
